High-throughput results from PubChem BioAssay.
USP1-UAF1 inh: Inhibitors of USP1/UAF1: Primary Screen. Ubiquitin carboxyl-terminal hydrolase 1 (Homo sapiens), O94782. recombinant USP1/UAF1, Ub-Rhodamine cleavage fluorescence. Potency, µM (top dose mostly 57.1 µM), without a hit: at the top dose activity change, negative = inhibition, actives largely listed as inhibitors. hit rate 0.23% among 390,000. AID 743255, 2014; note: potency is the fitted concentration of half-maximal effect; % is set by controls: 0 for no effect and ±100 for the full control effect; nearly all actives have a fitted effect of over 60% in size; inactives centre near -12
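In this screen, compounds sit with the deubiquitinase complex (1nM) for 15 min at room temperature before Ub-Rho is added at 150nM final. Fluorescence rise is then followed for 6 reads every 60 seconds.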
Pin1 inhibitor: qHTS Assay to Find Inhibitors of Pin1; Peptidyl-prolyl cis-trans isomerase NIMA-interacting 1 (Homo sapiens), Q13526; Pin1 FP peptide displacement, HiFluor488, 10 min; Potency, µM (highest dose often 115 µM), inactives show at the highest dose activity, negative = inhibition, usual class: inhibitors; hit rate 0.009% among 390,000; active = well fitted inhibition curve with a large enough effect in the polarisation, with a control signal flat, not every such curve was filed as active; inconclusive = small, poorly fitted or top-dose-only effect, or effect the other way, or a change in a side signal; inactive = no such curve, though single readings can be large or run the other way; the % refers to the polarisation; note: potency is the fitted concentration of half-maximal effect; % is set by controls: 0 for no effect and ±100 for the full control effect
Target sequence (Q13526 whole entry, looked up): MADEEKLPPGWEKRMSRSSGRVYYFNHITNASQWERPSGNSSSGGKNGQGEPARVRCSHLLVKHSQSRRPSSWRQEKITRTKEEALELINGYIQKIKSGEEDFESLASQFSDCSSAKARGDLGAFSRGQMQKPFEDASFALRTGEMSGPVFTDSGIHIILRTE
D2 antag: HTS Assay for Allosteric Antagonists of the Human D2 Dopamine Receptor: Primary Screen for Antagonists | D(2) dopamine receptor (Homo sapiens), P14416 | HEK293 TREx D2 cells, calcium flux, dopamine EC80 | inhibition, % at 10 µM | hit rate 2% among 340,000 | AID 485344, 2010; in the data active = inhibition above about 30%; note: 0% is about no effect
Target sequence (P14416 whole entry, looked up): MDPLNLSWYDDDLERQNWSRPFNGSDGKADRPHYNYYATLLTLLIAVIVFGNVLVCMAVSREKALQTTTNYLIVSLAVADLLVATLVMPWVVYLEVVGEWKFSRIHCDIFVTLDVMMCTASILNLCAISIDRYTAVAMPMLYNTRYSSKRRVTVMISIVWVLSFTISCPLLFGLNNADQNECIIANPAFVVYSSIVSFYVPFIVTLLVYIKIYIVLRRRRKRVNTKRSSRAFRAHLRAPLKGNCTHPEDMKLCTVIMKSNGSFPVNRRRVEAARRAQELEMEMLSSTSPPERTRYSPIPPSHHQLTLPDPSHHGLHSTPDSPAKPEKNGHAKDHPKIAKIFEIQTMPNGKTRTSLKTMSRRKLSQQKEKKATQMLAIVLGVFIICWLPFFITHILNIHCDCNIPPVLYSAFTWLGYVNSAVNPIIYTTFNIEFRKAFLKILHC
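Measurement of antagonist activity uses fluorescent calcium dye in inducible HEK293 T-REx D2 cells: 10 s baseline, compound addition with 180 s read, EC80 dopamine addition with a further 180 s read.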
D2 ag: HTS Assay for Allosteric Agonists of the Human D2 Dopamine Receptor: Primary Screen for Agonists; D(2) dopamine receptor (Homo sapiens), P14416; hit rate 0.53% among 340,000; activation, % at 2 µM; HEK293 T-REx D2 cells, calcium flux agonist mode;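 active = activation over 3 SD above normal in the single-dose calcium agonist read, cut at about 30% in these data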; note: 0% is about no effect
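Agonism is scored from calcium flux in a force-coupled, inducible HEK293 cell line expressing D2, read kinetically for 180 s after compound addition against dopamine controls.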
TrxR1 inh: qHTS Assay for Inhibitors of Mammalian Selenoprotein Thioredoxin Reductase 1 (TrxR1): qHTS; Thioredoxin reductase 1, cytoplasmic (Rattus norvegicus), O89049; recombinant rTrxR1, NADPH fluorescence consumption, selenite substrate; Potency, µM (series often up to 114 µM), inactives show top-dose activity change, negative = inhibition, actives largely listed as inhibitors; hit rate 1% among 390,000; note: potency is the fitted concentration of half-maximal effect; % is set by controls: 0 for no effect and ±100 for the full control effect; nearly all actives have a fitted effect of over 65% in size
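Rat TrxR1 (90 nM in the dispensed reagent) was pre-reduced with 400 uM NADPH for 5 min at room temperature, then incubated with compound for 15 min. After 400 uM selenite was added, NADPH fluorescence (Ex 340/Em 450 nm) was followed for 8 min.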
TrxR1 substrate: qHTS Assay for Substrates of Mammalian Selenoprotein Thioredoxin Reductase 1 (TrxR1): qHTS; Thioredoxin reductase 1, cytoplasmic (Rattus norvegicus), O89049; purified TrxR1 substrate turnover, NADPH consumption readout; Potency, µM (series often up to 114 µM), without a hit: at the top dose activity change, negative = substrate turnover; hit rate 0.01% among 390,000; AID 588456, 2011; note: potency is the fitted concentration of half-maximal effect; % is set by controls: 0 for no effect and ±100 for the full control effect; nearly all actives have a fitted effect of over 50% in size
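Rat TrxR1, dispensed at 90 nM, was prereduced with 400 uM NADPH (final) for 5 min at ~22 deg C, then incubated with compound 15 min before 400 uM selenite. A first-read NADPH fluorescence drop versus no-compound background flagged substrates.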
IDH1 R132H inh: qHTS for Inhibitors of mutant isocitrate dehydrogenase 1 (IDH1): qHTS; Isocitrate dehydrogenase [NADP] cytoplasmic (Homo sapiens), O75874; IDH1-R132H enzyme, NADPH consumption, diaphorase/resazurin fluorescence; Potency, µM (highest dose often 76.6 µM), without a hit: top-dose activity change, negative = inhibition, most hits filed as inhibitors; hit rate 0.093% among 390,000; note: potency is the fitted concentration of half-maximal effect; % is set by controls: 0 for no effect and ±100 for the full control effect; nearly all actives have a fitted effect of over 65% in size
Target sequence (O75874 whole entry R132H, stated change not applied): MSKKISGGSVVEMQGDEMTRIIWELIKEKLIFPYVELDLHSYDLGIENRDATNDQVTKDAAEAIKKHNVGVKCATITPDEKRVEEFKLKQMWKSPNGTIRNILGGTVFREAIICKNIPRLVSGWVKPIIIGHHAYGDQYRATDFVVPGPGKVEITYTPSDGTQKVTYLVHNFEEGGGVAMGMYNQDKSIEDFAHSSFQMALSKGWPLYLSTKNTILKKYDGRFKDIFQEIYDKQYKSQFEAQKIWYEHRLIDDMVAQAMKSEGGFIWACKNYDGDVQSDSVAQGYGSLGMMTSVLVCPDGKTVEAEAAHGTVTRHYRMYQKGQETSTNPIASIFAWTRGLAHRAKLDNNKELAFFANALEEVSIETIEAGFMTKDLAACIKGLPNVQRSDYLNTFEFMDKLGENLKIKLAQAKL
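IDH1-R132H (0.5 ug/mL dispensed) in pH 7.5 Tris buffer was preincubated 30 min with compound, then given a substrate mix of 0.016 mM NADPH and 2 mM alpha-KG for 80 min at room temperature; remaining NADPH was read by diaphorase/resazurin fluorescence.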
TRHR ag: qHTS for Small Molecule Agonists and Allosteric Enhancers of Human TRH Receptor: Primary Screen for Agonists | activation, % at 2 µM | hit rate 0.18% among 360,000 | TRHR cells, calcium flux fluo-8, FDSS agonist mode | Thyrotropin-releasing hormone receptor (Homo sapiens), P34981 | AID 493084, 2011; in the data active = activation above about 30%; note: 0% is about no effect
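Agonist-mode FDSS calcium read (Ex 480/Em 530, 1 s cycles) in 1536-well TRHR cells with fluo-8 dye, after 10-cycle baseline and 23 nL compound addition; TRH at EC20 (10 nM final) added afterwards for the enhancer phase.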
TRHR enhancer: qHTS for Small Molecule Agonists and Allosteric Enhancers of Human TRH Receptor: Primary Screen for Enhancers. enhancement, % at 2 µM. hit rate 0.66% among 360,000. TRHR cells, fluo-8 calcium fluorescence, EC20 TRH enhancement. Thyrotropin-releasing hormone receptor (Homo sapiens), P34981; in the data active = enhancement above about 30%; note: 0% is about no effect
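Enhancer read-out: after compound pinning and an initial kinetic agonist-mode read, an EC20 of TRH (10 nM final) was injected and fluo-8 calcium signal (Ex 480/Em 530) followed at 1 s/cycle for 100 cycles in TRHR-expressing cells.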
* = called active by the depositor; ? = inconclusive; / = no result given; [ ] = another dose, or the depositor's remark. Unless noted, calls come from the whole dose curve; as a rule, active = well fitted inhibition curve with a large enough effect; inconclusive = small, poorly fitted or top-dose-only effect; inactive = no such curve, though single readings can be large or run the other way. An excerpt, so the mix of outcomes need not match the whole.

Screens in order – USP1-UAF1 inh	Pin1 inhibitor	D2 antag	D2 ag	TrxR1 inh	TrxR1 substrate	IDH1 R132H inh	TRHR ag	TRHR enhancer
COc1ccc(CCOC(=O)CNC(=O)c2ccc(Cl)cc2Cl)cc1
 : -4%	-5%	-11	-2.4	12%	-1%	2%	-0.7	2
CCOC(=O)C1CCCN(C2CC(=O)N(c3ccc(C(C)C)cc3)C2=O)C1 (centres undefined)
 : -6%	-6%	13	0.4	7%	-1%	-1%	0.1	-4
CC(=NNc1nc2ccccc2o1)c1ncccn1
 : -18%	3%	/	/	-17%	-9%	9%	/	/
Cc1ccc(NC2CCCN(C(=O)c3cccc4nccnc34)C2)cc1C (centres undefined)
 : 2%	0%	-8	0.8	4%	6%	6%	0.0	-1
Cc1ccc(NC(=O)c2cccc(-n3cnnn3)c2)cc1Cl
 : -6%	-1%	23	-0.5	10%	2%	1%	-0.1	-7
COc1[nH]c(/N=C/c2ccccc2)c(C#N)c1C#N
 : 5%	?	0	3.5	?	8%[57.1 µM]	0%	6.5	13
O=C(Nc1nc2c(s1)CN(Cc1ccccc1)CC2)C1CCC1
 : -24%	14%	51*	1.6	31%[57.1 µM]	-11%[57.1 µM]	5%	0.1	-2
N#C/C(=C\c1ccccc1)c1n[nH]c(Cn2cncn2)n1
 : -21%	7%	17	-0.2	-15%	-10%	0%	-0.9	3
OCCC1CN(Cc2nc3ccccc3s2)CCN1C1CCCCC1 (centres undefined)
 : -4%	5%	14	0.8	9%	3%	-2%	0.3	-13
CN(Cc1ccc(-n2cccn2)cc1)Cc1nc(-c2cnccn2)no1
 : -20%	-7%	2	0.7	18%	5%	4%	-0.3	1
Cc1ccc(-c2n[nH]c(=O)c3ccccc23)cc1S(=O)(=O)Nc1ccc(F)cc1
 : -13%	28%	4	-0.9	8%	-2%	-17%	-0.1	14
Cc1[nH]c2ccccc2c1C(=O)C(=O)NC1CC1
 : -16%	1%	-1	0.6	3%	-4%	13%	1.5	6
Cc1ccc(S(=O)(=O)N2CCOCC2)cc1NC(=O)COc1ncnc2ccccc12
 : 4%	6%	/	/	8%	-6%	6%	-0.8	6
Cn1c(N)c(C(=O)CSc2ccccn2)c(=O)n(C)c1=O
 : -11%	2%	6	0.1	-7%	-11%	6%	0.1	4
CCC(CO)Oc1cc(NC(=O)c2ccccc2F)c2ncn(C(C)C)c2c1 (centres undefined)
 : -7%	?	/	/	-10%[57.1 µM]	-10%	-2%	/	/
COc1ccc(/C=C2\N=C(c3ccc(C)cc3)OC2=O)cc1
 : -18%	1%	6	0.5	16%[57.1 µM]	-13%	-9%	0.0	0
O=C(CN1CCN(c2ccccc2)CC1)NCc1ccc(F)cc1
 : -8%	-7%	9	2.8	7%	-4%	-9%	-0.5	1
CNC[C@@H]1Oc2ccc(NS(=O)(=O)c3ccc(Cl)cc3)cc2C(=O)N([C@H](C)CO)C[C@@H]1C
 : ?	9%	/	/	?	3%[57.1 µM]	-3%	/	/
Cc1ccccc1OCc1csc(N)n1
 : -19%	-2%	-29	2.6	16%	-1%	-1%	-0.5	-3
CCCN(CCC)C(=O)CC(c1ccccc1)c1ccc(C)cc1O (centres undefined)
 : -22%	-1%	-6	0.0	9%	-7%	9%	-0.6	10
COc1ccccc1NC(=O)CSC1=Nc2ccccc2C2=NC(CC(=O)NCCc3ccccc3)C(=O)N12 (centres undefined)
 : -3%	5%	/	0.0	16%[57.1 µM]	0%[57.1 µM]	-10%	-0.1	1
O=C(NCCS(=O)(=O)N1CCN(c2ccccc2F)CC1)C(c1ccccc1)c1ccccc1
 : -5%	1%	/	-0.4	17%[57.1 µM]	5%[57.1 µM]	-3%	-0.2	2
COC(=O)C1=C(C)Nc2ncnn2C1c1ccccn1 (centres undefined)
 : -9%	3%	/	/	6%	0%	-9%	-1.4	15
O=C1NN(c2ccc(F)cc2)C(=O)/C1=C\C=C\c1ccco1
 : -1%	?	-36	0.2	-29%	-21%	9%	1.2	3
COc1ccc(C)cc1N(CC(=O)NC(C)c1ccccc1)S(C)(=O)=O (centres undefined)
 : -9%	?	9	0.1	12%	0%	6%	-0.2	-5
O=C(NCCN1CCOCC1)c1ccccc1-c1ccccc1
 : -4%	1%	-16	-3.0	-7%[57.1 µM]	-10%	-6%	-0.4	5
CN(CC(=O)NCc1ccncc1)S(=O)(=O)c1ccccc1
 : -12%	-2%	-3	1.6	24%	13%	4%	0.2	0
c1ccc2nc(-c3ccc(N4CCOCC4)cc3)ccc2c1
 : -16%	14%	-7	-1.9	-14%	34%[activator]	0%	-0.2	5
COc1ccccc1-c1ccc(C(=O)O)o1
 : -9%	-3%	-1	0.5	-34%	204%[activator]	7%	0.2	-2
COc1ccc2c(c1)CC/C(=C/c1ccco1)C2=O
 : -14%	-7%	16	-0.6	7%[57.1 µM]	-1%[57.1 µM]	10%	-0.7	-5
CCN(CC)c1ccc(C2Nc3cccc4cccc(c34)N2)cc1
 : ?	-6%	1	-2.9	2%	0%	10%	-0.2	5
CCCCSc1nc(C)cc(SCC(=O)N/N=C/c2cccc(OC)c2O)n1
 : -22%	4%	-1	-0.6	-8%	-6%	2%	0.3	-6
Cc1ccc(/C=C/c2nnc(-c3ccc(C)cc3)o2)cc1
 : 5%	-7%	-6	0.5	16%	3%	0%	0.2	8
CCN1CCN(c2nc(Nc3cccc(C)c3)nc(N)c2[N+](=O)[O-])CC1
 : -18%	-4%	85*	-0.2	-5%[57.1 µM]	0%[57.1 µM]	3%	1.0	-2
O=C(N/N=C/c1ccc2c(c1)OCO2)/C(=C/c1ccc2c(c1)OCO2)NC(=O)c1ccccc1
 : -2%	32%[activator]	15	0.1	?	0%	1%	0.0	0
CCCCSC1(SCCCC)N=C(N)C2(C#N)C(c3ccccc3)NC(C)=C(C)C12C#N (centres undefined)
 : -20%	1%	6	0.5	7%[57.1 µM]	4%	8%	0.1	-5
Cc1ccc(NC2Sc3ccccc3NC2=O)cc1Cl (centres undefined)
 : -19%	?	-12	1.7	9%	-4%	0%	0.6	0
O=C(NC1CCN(S(=O)(=O)c2ccc(F)cc2)CC1)c1cccnc1
 : -19%	-7%	4	-1.3	-7%[57.1 µM]	-1%[57.1 µM]	-1%	-0.2	12
CCCCNC(=O)C1CC(c2cccc(F)c2)=NO1 (centres undefined)
 : -20%	6%	-10	0.4	19%[57.1 µM]	1%[57.1 µM]	-16%	-0.3	4
CC(C)N1CCN(c2ccc(OC[C@H]3CO[C@](Cn4cncn4)(c4ccc(Cl)cc4Cl)O3)cc2)CC1
 : 13%	-9%	0	1.8	6%	-4%	9%	-1.0	0

2 entries drawn at random from the list so far:
Screens in order – USP1-UAF1 inh	Pin1 inhibitor	D2 antag	D2 ag	TrxR1 inh	TrxR1 substrate	IDH1 R132H inh	TRHR ag	TRHR enhancer
Cc1ccc(NC(=O)c2cccc(-n3cnnn3)c2)cc1Cl
 : -6%	-1%	23	-0.5	10%	2%	1%	-0.1	-7
COc1ccc(/C=C2\N=C(c3ccc(C)cc3)OC2=O)cc1
 : -18%	1%	6	0.5	16%[57.1 µM]	-13%	-9%	0.0	0

(continued)
Screens in order – USP1-UAF1 inh	Pin1 inhibitor	D2 antag	D2 ag	TrxR1 inh	TrxR1 substrate	IDH1 R132H inh	TRHR ag	TRHR enhancer
O=C1CCCCCN1C(=O)c1cccc(C(=O)N2CCCCCC2=O)c1
 : -15%	-10%	/	/	-3%	-3%	2%	0.0	-3
CCc1nc2cccnc2n1-c1ccc(C(=O)O)cc1
 : -27%	?	/	/	3%	3%	-5%	0.6	0
CCOC(=O)C(C)n1cnc2c(nnn2-c2ccc(F)cc2)c1=O (centres undefined)
 : -25%	?	0	0.2	4%[57.1 µM]	3%[57.1 µM]	-8%	0.5	0
Nc1nnc(SCC(=O)NC2CCCC2)s1
 : -26%	-2%	5	0.1	22%	6%	-6%	0.8	0

Filtered by structure, the compounds so far containing a COOH group (two)
Screens in order – USP1-UAF1 inh	Pin1 inhibitor	D2 antag	D2 ag	TrxR1 inh	TrxR1 substrate	IDH1 R132H inh	TRHR ag	TRHR enhancer
COc1ccccc1-c1ccc(C(=O)O)o1
 : -9%	-3%	-1	0.5	-34%	204%[activator]	7%	0.2	-2
CCc1nc2cccnc2n1-c1ccc(C(=O)O)cc1
 : -27%	?	/	/	3%	3%	-5%	0.6	0
